LMP1 NFkB inh = inhibitors of Epstein-Barr LMP1-induced NF-kappaB reporter | LMP1-induced NF-kappaB luciferase reporter cells, luminescence | inhibition, % at 12.5 µM | 350,000 tested, 0.69% active | AID 504558; in the data active = inhibition above about 41%;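 also: 0% = neutral control wells and 100% = reference inhibitor control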
NR5A2 inv ag = NR5A2 inverse agonism in reporter assay; O00482; HEK293T StAR-luciferase reporter, LRH-1 transfected, 24 h; inhibition, % at 3.6 µM; 360,000 tested, 0.13% active;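 active = inhibition above the mean inhibition of all tested compounds plus 3 SD, cut at about 73% in these data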;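 also: 0% = DMSO wells and 100% = reporter-only cells lacking LRH-1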
NCOA3 inh = human NCOA3 inhibition; 360,000 tested, 0.17% active; Q9Y6Q9; HEK293 GAL4-SRC3 luciferase reporter, luminescence; AID 588352; inhibition, % at 3.6 µM;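 active = inhibition above a per-campaign cutoff, the mean of all compounds plus 3 SD, cut at about 60% in these data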;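 also: 0% = DMSO-treated cells and 100% = gossypol-treated cells at 36 µM; higher means less SRC3-driven luciferase light from the GAL4 reporter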
Target sequence (Q9Y6Q9 whole entry, looked up, the tested form may be a part): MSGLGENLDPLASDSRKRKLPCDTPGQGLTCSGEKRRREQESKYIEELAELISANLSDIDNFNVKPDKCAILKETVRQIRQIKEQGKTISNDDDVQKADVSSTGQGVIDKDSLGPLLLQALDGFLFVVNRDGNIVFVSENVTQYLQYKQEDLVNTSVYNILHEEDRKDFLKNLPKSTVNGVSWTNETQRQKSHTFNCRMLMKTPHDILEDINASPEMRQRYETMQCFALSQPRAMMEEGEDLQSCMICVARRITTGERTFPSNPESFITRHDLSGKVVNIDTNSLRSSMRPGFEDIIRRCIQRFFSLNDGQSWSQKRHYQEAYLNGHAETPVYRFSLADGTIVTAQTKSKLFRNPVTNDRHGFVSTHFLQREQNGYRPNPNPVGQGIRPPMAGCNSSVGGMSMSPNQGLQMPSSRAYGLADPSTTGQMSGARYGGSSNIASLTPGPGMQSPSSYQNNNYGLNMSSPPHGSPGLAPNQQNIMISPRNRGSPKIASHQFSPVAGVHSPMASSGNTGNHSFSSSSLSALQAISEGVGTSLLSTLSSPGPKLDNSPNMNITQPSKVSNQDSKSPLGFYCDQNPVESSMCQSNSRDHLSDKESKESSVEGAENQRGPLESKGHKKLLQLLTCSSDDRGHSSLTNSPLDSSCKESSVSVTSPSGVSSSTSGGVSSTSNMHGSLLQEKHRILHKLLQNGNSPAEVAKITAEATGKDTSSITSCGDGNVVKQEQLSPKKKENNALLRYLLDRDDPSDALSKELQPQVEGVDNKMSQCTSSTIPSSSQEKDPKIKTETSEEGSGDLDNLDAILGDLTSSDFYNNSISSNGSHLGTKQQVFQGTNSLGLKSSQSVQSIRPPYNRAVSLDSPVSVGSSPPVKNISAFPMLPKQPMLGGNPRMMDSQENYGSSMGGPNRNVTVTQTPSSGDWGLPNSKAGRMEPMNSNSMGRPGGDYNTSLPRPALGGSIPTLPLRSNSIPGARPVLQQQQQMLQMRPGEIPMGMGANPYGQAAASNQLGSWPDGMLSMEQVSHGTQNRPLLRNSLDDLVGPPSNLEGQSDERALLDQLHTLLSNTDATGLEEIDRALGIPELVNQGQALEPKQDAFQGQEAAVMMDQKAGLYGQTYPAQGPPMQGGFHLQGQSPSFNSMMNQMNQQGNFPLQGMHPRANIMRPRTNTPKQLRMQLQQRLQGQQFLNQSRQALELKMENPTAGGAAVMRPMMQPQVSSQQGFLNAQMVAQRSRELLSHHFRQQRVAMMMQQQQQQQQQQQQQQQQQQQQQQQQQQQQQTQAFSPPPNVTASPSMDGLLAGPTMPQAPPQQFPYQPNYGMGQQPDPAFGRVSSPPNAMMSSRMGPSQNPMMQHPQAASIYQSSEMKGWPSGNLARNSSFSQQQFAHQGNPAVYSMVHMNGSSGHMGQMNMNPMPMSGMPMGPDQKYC
C8 TRAIL sens = caspase-8 TRAIL sensitization | AID 624354 | NB7+C8 cells + TRAIL, ATPlite viability luminescence | 360,000 tested, 1% active | inhibition (viability loss, TRAIL sensitization), % at 10 µM;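 active = compounds causing at least 50% loss of cell viability in the single-dose screen, relative to plate controls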
COUP-TFII inh = NR2F2 (human) inhibition, primary screen | inhibition, % at 8.6 µM | P24468 | HEK293T NGFI-A luciferase reporter, luminescence | 370,000 tested, 0.7% active | AID 686940;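 active = inhibition above a per-plate cutoff, mean inhibition of test wells between control levels plus 3 SD, cut at about 38% in these data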;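 also: cells cotransfected with COUP-TFII expression vector driving the NGFI-A reporter; 0% = median of COUP-TF2 test wells and 100% = reporter-only cells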
Shn3 3UTR inh = reduces Shn3 3'UTR luciferase signal in osteoblasts | Clone20 osteoblast Shn3 3'UTR firefly luciferase, 24 h | inhibition, % at 12.5 µM | 360,000 tested, 0.52% active;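 active = mean inhibition of at least 75% with every replicate also reaching 75%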;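 also: 0% = median of neutral control wells and 100% = pilot-screen positive control compound; some compounds past the cut are filed as inactive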
CF NFkB block = inhibitors of cystic fibrosis induced NF-kB | inhibition, % at 5 µM | 360,000 tested, 0.86% active | KKLEB NF-kB-GFP reporter, PAF-induced, GFP fluorescence overnight;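 active = at least 50% inhibition at 5 µM, scaled per plate between neutral and stimulator controls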;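 also: PAF is a Pseudomonas aeruginosa culture filtrate used as stimulus; plate controls were PAF-stimulated DMSO wells for no effect and unstimulated DMSO wells for full effect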
TROY NFkB inh = blocks TROY-dependent signaling in reporter cells | Q293 LMP1-TROYcd NF-kB luciferase reporter, 4 h | inhibition, % at 10 µM | 360,000 tested, 0.98% active;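 active = compounds whose plate-normalised and pattern-corrected inhibition of the luciferase reporter signal at the single screening dose is 50% or more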
SRC1 inh = inhibits human SRC1 coactivator; 360,000 tested, 0.12% active; inhibition, % at 3.6 µM; HEK293 GAL4-SRC1 luciferase reporter, luminescence; Q15788;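 active = inhibition above the campaign mean plus 3 SD, with each screening campaign given its own cutoff, cut at about 60% in these data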;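 also: 0% = DMSO treated cells and 100% = gossypol at 36 µM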
TWEAK Fn14 block = inhibitors of TWEAK-Fn14 interaction signaling; inhibition, % at 10 µM; 360,000 tested, 2% active; TWEAK-stimulated Fn14 reporter cells, luciferase luminescence, 8 h; AID 1159606; in the data active = inhibition above about 50%
KKLEB cytotox = CF airway cell cytotoxicity counter-screen. 360,000 tested, 0.36% active. activity change (cytotoxicity), % at 5 µM. KKLEB CF airway cells viability, ATPlite luminescence, overnight; hits give low values; cells stimulated with P. aeruginosa culture filtrate;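 active = corrected activity change at or below -50% at 5 µM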
* = called active by the depositor; x = not tested or not shown; & = joins results of further samples. An excerpt, so the mix of outcomes need not match the whole.

SMILES	LMP1 NFkB inh	NR5A2 inv ag	NCOA3 inh	C8 TRAIL sens	COUP-TFII inh	Shn3 3UTR inh	CF NFkB block	TROY NFkB inh	SRC1 inh	TWEAK Fn14 block	KKLEB cytotox
COc1ccc2cc(CCNC(=O)c3ccc4c(c3)OCO4)c(=O)[nH]c2c1	16	15	-5	-3	2	-2	-24	1	-4	15	-10
COc1ccc(CN2C(=NC(=O)C3CCCO3)SC3CS(=O)(=O)CC32)cc1 (stereo not drawn)	4	-1	-13	-2	12	-8	23	-10	6	-14	4
CCCc1[nH]c(=O)c(C#N)c2c1COC(C)(C)C2	6	7	5	-20	3	-6	19	1	-27	-2	-18
COc1cc(NC(=O)Cn2cnc(S(=O)(=O)N3CCc4ccccc43)c2)cc(OC)c1OC	2	3	1	7	1	-22	7	-16	-27	-14	13
Cc1ccc(-n2nnnc2SCC(=O)N2c3ccccc3NC(=O)C2(C)C)cc1	1	19	-8	-12	-4	21	-2	14	-13	11	2
COc1cc(CNc2ccc(NC(C)=O)cc2)ccc1OCc1ccccc1C	-4	-33	-4	-9	-24	x	-3	-42	-28	-23	-2
COc1ccc(CNS(=O)(=O)c2ccc(-n3cccn3)cc2)cc1	-3	-12	-4	-4	-8	-23	-11	4	1	3	6
CCCC/C(C)=N/NC(=O)c1cn(-c2ccccc2)nc1-c1ccccc1	2	0	6	-1	-1	-8	4	2	-8	1	-1
CC1CCN(c2nc3ccc(C(=O)NCCCN4CCCCC4)cc3s2)CC1	-95	-50	-116	7	-34	-68	-4	-58	-55	-2	6
Cc1cc(NS(=O)(=O)c2ccc(NC(=O)CSc3nc4ncccc4[nH]3)cc2)nc(C)n1	-4	-1	6	-8	-2	-31	-14	-14	-20	8	0
O=C(COC(=O)Cc1ccc(Br)cc1)NC12CC3CC(CC(C3)C1)C2	14	-4	1	-3	8	-6	-6	-9	0	-10	-3
COc1ccc(OCCC(=O)OCC(=O)Nc2cccc(Br)c2)cc1	3	-5	17	2	5	8	-5	50	-3	101*	1
CCNC(=O)C1(C)CCCN(Cc2noc(-c3c(C)noc3C)n2)C1 (stereo not drawn)	x	-4	6	7	-10	-12	-11	0	-10	-20	19
N#CCCCCN1CCCC1	5	-5	-23	-29	-12	0	-8	-1	-23	4	6
CS(=O)(=O)NCCCCCCNS(C)(=O)=O	2	-13	6	-13	17	-2	9	7	-1	-13	-6
CCNc1ccc(Br)cc(C(=O)/C=C/c2ccc3c(c2)OCO3)c1=O	2	-13	-5	-4	-8	6	8	-15	-8	1	-11
O=C(O)c1occc1CSc1ccccc1	-3	19	8	1	23	-1	0	7	-3	15	-3
CN(Cc1ccco1)C(=O)CCc1nc2sc3c(c2c(=O)[nH]1)CCCC3	-19	2	7	-12	-9	-1	26	-22	-47	19	0
C=CCN1C(=O)/C(=C/c2ccc(OC(C)=O)c(OCC)c2[N+](=O)[O-])SC1=S	5	26	18	43	19	-22	54*	43	6	60*	-44
CCCC(=O)OCC(=O)Nc1ccccc1C#N	-3	11	22	-15	8	-4	-8	5	6	-5	12
Cn1c(=O)c2c(nc(SCc3ccc(F)cc3)n2C)n(C)c1=O	4	8	-17	1	7	26	7	-7	-6	31	-9
Cc1ccc(N2C(=O)C3C(C2=O)N2CCCN2C3c2ccccc2)cc1C (stereo not drawn)	5	8	12	-2	0	1	11	-3	7	0	2
CN(CC(=O)N1CC=C(c2ccccc2)CC1)S(=O)(=O)c1cnc[nH]1	-9	8	11	-3	-16	-4	4	-4	11	-6	12
Cc1cccc(-n2nc(CC#N)c(C#N)c2N)c1	-1	1	15	5	14	3	-4	-7	-18	16	9
Nc1nonc1-n1nnc(C(=O)N/N=C/c2ccc(Br)cc2)c1CSC1=NCCS1	8	14	-13	-9	-15	7	-17	1	1	34	30
CCOC(=O)c1c(N)sc(C(N)=O)c1C	-2	6	-6	-14	16	-15	10	-11	14	-14	0
O=C(/C=C/c1cc(Br)ccc1O)c1ccco1	18	4	8	26	-3	12	94*	33	0	62*	-2
O=C(Nc1cccc([N+](=O)[O-])c1)C1C2CC/C=C\CCC21 (stereo not drawn)	-7	2	-6	7	-28	-38	2	-10	5	-40	-1
COc1ccc(CNC(=S)N2CCN(S(=O)(=O)c3cccc(F)c3)CC2)cc1	-5	20	10	-25	12	6	-1	21	1	5	7
CCc1nc2ccc(C(=O)Nc3ccc4c(c3)OCC(=O)N4)cn2c1N(CC)CCOC	x	-4	8	-12	-28	13	1	-10	13	-9	-1
CS(=O)(=O)N(CC(=O)Nc1ccc(Br)cc1F)C1CCCCC1	8	-5	-4	-16	6	-8	6	14	-7	13	2
COCc1ccc(C(=O)N(C)CC2CCCN(CCc3ccccc3F)C2)o1 (stereo not drawn)	6	-17	-16	1	-2	-2	11	-4	-1	5	-5
CN(CCC#N)C(=O)COc1ccc(Br)cc1Cl	-1	4	9	-7	19	5	-1	10	-9	10	-6
COc1ccccc1NC(=O)CNC(c1ccccc1)c1ccccc1	-8	4	-8	-19	0	9	-1	-6	2	-17	0
Cc1nc(CCNC(=O)C2CCC(=O)N(CCc3cccc(F)c3)C2)sc1C (stereo not drawn)	6	0	11	5	1	-7	-2	-1	-30	6	12
CN(c1ccccc1)S(=O)(=O)c1cccc(NC(=O)CSc2nncs2)c1	7	6	19	22	32	83	3	18	6	26	-2
Cc1nccn1CCCNC(=O)CC1C(=O)NCCN1Cc1ccc(Cl)c(F)c1 (stereo not drawn)	-10	1	10	4	0	-3	10	-7	-20	-13	4
O=[N+]([O-])c1cccc(/C=N/Nc2nnc(-c3ccccc3)c(-c3ccccc3)n2)c1	5	20	2	-9	14	7	20	-27	-3	-4	7
COc1cc(/C=C2\SC(=S)N(NS(=O)(=O)c3ccccc3)C2=O)ccc1O	4	-12	-8	-8	13	-1	10	-18	9	3	-10
CCN(CC)CCNC(=O)c1cc([N+](=O)[O-])c(N(C)C)cc1OC	4	3	-1	-14	-10	2	3	4	-17	5	-2

Two of the compounds above, field by field.
SMILES: CS(=O)(=O)N(CC(=O)Nc1ccc(Br)cc1F)C1CCCCC1
  LMP1 NFkB inh: 8
  NR5A2 inv ag: -5
  NCOA3 inh: -4
  C8 TRAIL sens: -16
  COUP-TFII inh: 6
  Shn3 3UTR inh: -8
  CF NFkB block: 6
  TROY NFkB inh: 14
  SRC1 inh: -7
  TWEAK Fn14 block: 13
  KKLEB cytotox: 2

SMILES: Nc1nonc1-n1nnc(C(=O)N/N=C/c2ccc(Br)cc2)c1CSC1=NCCS1
  LMP1 NFkB inh: 8
  NR5A2 inv ag: 14
  NCOA3 inh: -13
  C8 TRAIL sens: -9
  COUP-TFII inh: -15
  Shn3 3UTR inh: 7
  CF NFkB block: -17
  TROY NFkB inh: 1
  SRC1 inh: 1
  TWEAK Fn14 block: 34
  KKLEB cytotox: 30

(further entries)
SMILES	LMP1 NFkB inh	NR5A2 inv ag	NCOA3 inh	C8 TRAIL sens	COUP-TFII inh	Shn3 3UTR inh	CF NFkB block	TROY NFkB inh	SRC1 inh	TWEAK Fn14 block	KKLEB cytotox
O=C(/C=C/c1c(Cl)cccc1Cl)NCc1ccccc1	-2	-1	5	-18	6	11	10	-12	-2	-8	-12
N#CC1=C(N)C2=CCCC[C@H]2[C@H](c2cccc(F)c2)C1(C#N)C#N	9	11	14	0	0	8	16	13	-59	17	4
Nc1ccccc1Sc1ccc(C(F)(F)F)cc1[N+](=O)[O-]	-3	1	6	-10	-10	3	8	-15	-5	2	-3
CCOC(=O)C1CCN(C(=O)c2cc(C)n(C(C)(C)C)n2)CC1	3	-15	15	-3	3	-16	6	-5	-38	-2	1
COc1ccc(Nc2nc3c(C)cccn3c(=O)c2C=NCc2ccccc2)cc1	-2	-3	1	0	-18	1	-44	-4	12	-28	2
CCO/C([O-])=N/c1c[n+](N2CCOCC2)no1	-3&-6	19&-11	-51&0	1&4	-4&0	-5&-11	4&-7	-13&5	-4&-14	11&12	4&15
CC1CCN(C(=O)c2[nH]cnc2C(=O)NCC(=O)OC(C)(C)C)CC1	-11	-2	-10	-3	-7	-13	-15	1	9	-14	12
CCOC(=O)/C(C#N)=C\c1cc(OC)c(OC)cc1[N+](=O)[O-]	4	12	-4	-3	-6	-8	6	6	-1	6	-17
O=c1c2cc(Cl)ccc2nc(-c2ccc(Cl)c(Cl)c2)n1O	27	-19	-11	8	-13	10	4	26	-28	2	8
COC(=O)c1ccc(NC(=O)c2ccc(OC(C)=O)c(OC)c2)cc1	-7	-107	-75	18	-35	-46	-20	-57	-68	-15	4
COC(=O)Nc1ccc(S(=O)(=O)N2CCC(C(=O)NC3CCCCC3)CC2)cc1	-3	2	7	9	5	-11	-10	13	6	6	10
CN1C(=O)/C(=C/c2ccccc2OCc2ccc(C(=O)O)cc2)NC1=S	-21	-12	-4	11	1	-4	0	-2	1	-18	3
Cc1cccc(NC(=O)c2ccc(OCC(=O)NCc3ccccc3)cc2)c1C	4	-4	5	-18	-12	13	2	-6	8	12	10
Cc1ccc2nc(Cn3cc(C(F)(F)F)ccc3=O)cc(=O)n2c1	0	17	14	1	12	4	-14	-12	-6	12	11
N#CCCN(C(=O)COc1ccc(Cl)cc1Cl)c1ccccc1	-1	-11	12	-2	15	9	17	-36	-11	-6	-6
Cc1ccc(C(=O)NN2C(=O)C3C4c5ccccc5C(c5ccccc54)C3C2=O)cc1 (stereo not drawn)	6	9	4	-4	17	28	-5	15	6	5	4

By substructure: the compounds so far with a cyano group (eight)
SMILES	LMP1 NFkB inh	NR5A2 inv ag	NCOA3 inh	C8 TRAIL sens	COUP-TFII inh	Shn3 3UTR inh	CF NFkB block	TROY NFkB inh	SRC1 inh	TWEAK Fn14 block	KKLEB cytotox
CCCc1[nH]c(=O)c(C#N)c2c1COC(C)(C)C2	6	7	5	-20	3	-6	19	1	-27	-2	-18
N#CCCCCN1CCCC1	5	-5	-23	-29	-12	0	-8	-1	-23	4	6
CCCC(=O)OCC(=O)Nc1ccccc1C#N	-3	11	22	-15	8	-4	-8	5	6	-5	12
Cc1cccc(-n2nc(CC#N)c(C#N)c2N)c1	-1	1	15	5	14	3	-4	-7	-18	16	9
CN(CCC#N)C(=O)COc1ccc(Br)cc1Cl	-1	4	9	-7	19	5	-1	10	-9	10	-6
N#CC1=C(N)C2=CCCC[C@H]2[C@H](c2cccc(F)c2)C1(C#N)C#N	9	11	14	0	0	8	16	13	-59	17	4
CCOC(=O)/C(C#N)=C\c1cc(OC)c(OC)cc1[N+](=O)[O-]	4	12	-4	-3	-6	-8	6	6	-1	6	-17
N#CCCN(C(=O)COc1ccc(Cl)cc1Cl)c1ccccc1	-1	-11	12	-2	15	9	17	-36	-11	-6	-6

Compound activity as filed in PubChem.
